High-throughput results: PubChem, NCI
All columns: NCI-60 one-dose screen, growth in % after 48 h at 10 µM unless noted; 100 = growth as untreated, 0 = no growth, -100 = all killed.
SK-MEL-2: SK-MEL-2 melanoma | hit rate 4.7% among 77,000
LOX IMVI: LOX IMVI melanoma | hit rate 7.4% among 79,000
SK-MEL-5: SK-MEL-5 melanoma; hit rate 6.4% among 80,000
HS 578T: HS 578T breast cancer | hit rate 4.1% among 78,000 | AID 1794788
MDA-MB-435: MDA-MB-435 melanoma. hit rate 7.8% among 82,000
SK-MEL-28: SK-MEL-28 melanoma; hit rate 4.1% among 81,000
BT-549: BT-549 breast cancer; hit rate 4.4% among 78,000
T-47D: T-47D breast cancer; hit rate 5% among 79,000
* hit, by the source's call; . = not tested or not shown; & = joins results of further samples. Rule for the calls: active = growth percent below 10; inactive = the rest.

Sequence of screens – LOX IMVI	SK-MEL-2	HS 578T	SK-MEL-28	MDA-MB-435	SK-MEL-5	BT-549	T-47D
COc1cc(NC(=O)Nc2ccc3c(ccn3C(=O)c3cccc(F)c3)c2)cc(OC)c1
 : 94	101	75	86	87	90	89	91
O=c1cc(OCCCCSC(=S)N2CCOCC2)c2ccccc2o1
 : 96	85	98	109	101	98	101	83
CC(=O)Nc1nc(-c2ccccc2)cs1
 : 95	92	86	109	104	96	93	77
CCOCN1CCCCC1
 : 107	103	98	115	107	101	91	.
COc1ccccc1-c1nc2cc(C(=O)Nc3ccccc3)ccc2n1C1CCCCC1
 : 98	96	103	99	100	98	100	80
COc1ccc(/C=C/c2nn3c(-c4ccco4)nnc3s2)cc1
 : 94	124	104	97	92	97	97	85
Cc1[nH]c(C(=O)Nc2ccc(C(N)=O)cc2NC(C)C)c(Cl)c1Cl
 : 96	101	83	105	101	88	93	83
CCO/C=N/C1=C(C#N)C(c2ccc(Cl)cc2)c2c(c3ccc(C)cc3[nH]c2=O)O1 (centres undefined)
 : 87	101	49	101	91	87	87	78
CSc1ncnc2[nH]ccc12
 : 101	110	118	113	116	109	100	99
C=CCCC(C)CC (centres undefined)
 : 104	90	105	94	100	103	99	94
Nc1cc2ccccc2cc1C(=O)O
 : .	106	.	123	109	110	92	102
C=C(C)[C@@H]1CC[C@]2(C(=O)Nc3ccc(S(=O)(=O)c4ccc(NCCCN)cc4)cc3)CC[C@]3(C)[C@H](CC[C@@H]4[C@@]5(C)CC[C@H](O)C(C)(C)[C@@H]5CC[C@]43C)[C@@H]12
 : 101	113	99	105	102	98	108	108
Nc1nn(-c2ccc(Br)cc2)c2cccc[n+]12
 : 90	91	107	107	98	103	97	92
CCCCCCCCCCCC(C)O (centres undefined)
 : 104	113	116	109	102	102	98	105
[N-]=[N+]=Nc1ccc(-c2cc3cnc4ccccc4c3oc2=O)cc1
 : 105	122	102	105	104	106	100	99
CC(=O)N1CCN(C(=O)Cn2c(-c3ccc(C)cc3)csc2=N)CC1
 : 85	113	105	99	81	92	104	73
O=C1NCC(c2cc3ccc4ccccc4c3[nH]c2=O)Nc2ccccc21 (centres undefined)
 : 91	92	94	104	106	99	93	86
CC(C)(C)c1ccc([N+](=O)[O-])cc1[N+](=O)[O-]
 : 94	103	99	112	103	104	97	79
COc1ccc(C(=O)C(=O)c2ccc(OC)cc2)cc1
 : 110	105	112	104	99	108	94	88
COc1ccc(-c2nn(-c3ccc(Cl)cc3)cc2C2Nc3ccccc3S2)cc1 (centres undefined)
 : 87	95	104	104	106	111	96	88
CN1CCN(Cc2ccc(NC(=O)c3[nH]ncc3Nc3ncnc4sccc34)cc2)CC1
 : -1.5*	7.1*	-2.3*	18	26	-5.0*	-5.8*	28
Cc1ccc(S(=O)(=O)Oc2ccc(Cl)cc2)cc1
 : 102	.	134	109	103	101	.	100
C[C@H](c1nc2ccc(Cl)cn2c1NCc1ccccc1)[C@H]1CC[C@H]2[C@@H]3CCC4=CC(=O)CC[C@]4(C)[C@H]3CC[C@]12C
 : 57	88	77	82	70	63	76	56
O=c1[nH]c(SCc2nc3cc(Cl)c(Cl)cc3[nH]2)nc2c1CCC2
 : 95	93	98	97	105	103	84	98
Oc1ccc2c(c1)c1ccccc1c1ncccc21
 : 77	103	91	121	98	88	79	84
O=C(/C=C\c1ccc([N+](=O)[O-])cc1)OCCCCOC(=O)/C=C/c1ccc([N+](=O)[O-])cc1
 : 97	107	105	101	103	102	115	101
N#CCC(=O)NCc1nc2ccccc2[nH]1
 : 93	97	106	108	106	96	113	79
C=CCOC(=O)c1ccccc1C(=O)OCC1CO1 (centres undefined)
 : 97	101	120	124	.	110	103	106
Cc1cccc(C(=O)C(=O)c2cccc(C)c2C)c1C
 : .	112	108	109	116	108	110	95
Cc1ccc2cccc(O)c2n1
 : 97	.	125	111	106	106	129	106
Cc1oc(-c2ccc(Cl)cc2Cl)cc1C(=O)Nc1nccs1
 : 79	102	77	105	100	97	107	70
COc1ccc(Cn2c(-c3nonc3N)nc3cc(C(F)(F)F)ccc32)cc1
 : 88	92	59	88	83	92	83	76
C=CC(CC(c1ccccc1)(c1ccccc1)c1ccccc1)N(CC)CC (centres undefined)
 : 72	94	82	62	79	13	64	59
CC1(C)CC(=O)c2cc3c(N)c(C(=O)Nc4ccccc4Cl)sc3nc2C1
 : 117	111	113	116	105	101	128	100
CCOC(=O)c1c(N)nn2c(-c3ccccc3)cc(C)nc12
 : 98	109	119	108	107	107	111	108
COc1cc(/C=N/NC(=O)Cn2c(-c3ccc(C)o3)nc3ccccc32)ccc1OCc1ccccc1
 : 88	95	70	99	97	77	92	69
O=C1NC(=S)NC(=O)C1=Cc1cc(-c2ccc(Br)cc2)n(-c2ccccc2)n1
 : 72	97	86	94	92	89	79	73
O=c1cc[nH]c2c(Cl)cccc12
 : .	106	114	119	106	99	.	97
Fc1ccc(Nc2nnc(-c3cc(F)c(F)c(F)c3)o2)cc1
 : .	105	105	105	99	101	119	101
CC(C)C[C@@H]1NC(=O)[C@H](Cc2ccccc2)NC(=O)[C@@H]2CCCN2C(=O)[C@H]([C@@H](C)O)NC(=O)[C@@H]2CCCN2C(=O)[C@H](Cc2ccc(O)cc2)NC(=O)[C@@H]2CCCN2C(=O)[C@H](Cc2ccccc2)NC(=O)[C@@H]2CCCN2C(=O)[C@H](CC(C)C)NC1=O
 : 93	96	56	112	106	104	77	95

Overlap with the part before: 4 entries, followed by the next part.
Sequence of screens – LOX IMVI	SK-MEL-2	HS 578T	SK-MEL-28	MDA-MB-435	SK-MEL-5	BT-549	T-47D
O=C1NC(=S)NC(=O)C1=Cc1cc(-c2ccc(Br)cc2)n(-c2ccccc2)n1
 : 72	97	86	94	92	89	79	73
O=c1cc[nH]c2c(Cl)cccc12
 : .	106	114	119	106	99	.	97
Fc1ccc(Nc2nnc(-c3cc(F)c(F)c(F)c3)o2)cc1
 : .	105	105	105	99	101	119	101
CC(C)C[C@@H]1NC(=O)[C@H](Cc2ccccc2)NC(=O)[C@@H]2CCCN2C(=O)[C@H]([C@@H](C)O)NC(=O)[C@@H]2CCCN2C(=O)[C@H](Cc2ccc(O)cc2)NC(=O)[C@@H]2CCCN2C(=O)[C@H](Cc2ccccc2)NC(=O)[C@@H]2CCCN2C(=O)[C@H](CC(C)C)NC1=O
 : 93	96	56	112	106	104	77	95
CC(=O)N1CCCC2=C1CCCCCC2
 : 97	109	105	126	109	119	.	95
CCOC(=O)C(Cl)C(Cl)C(=O)OCC (centres undefined)
 : 100	.	107	111	104	105	.	108
Cc1ccc(C(=O)Nc2ccc3c(c2)CN(C2CCC(=O)NC2=O)C3=O)cc1 (centres undefined)
 : 106	114	97	115	99	97	83	98
CC(C)(O)c1ccccc1-c1ccccc1
 : 96	105	122	115	111	101	111	105
COc1cc(/C=C/C(=O)c2cccs2)ccc1OCc1ccc(Cl)nc1
 : 27	97	104	92	77	87	91	77
CN1CCN(Cc2ccc(NC(=O)c3ccc(C#N)c(C#Cc4cnc(N)c5ncccc45)c3)cc2C(F)(F)F)CC1
 : 82	72	68	.	56	87	103	112
C=C(C)[C@@H]1CC[C@]2(C(=O)Nc3cccnc3)CC[C@]3(C)[C@H](CC[C@@H]4[C@@](C)(CCC#N)[C@H](C(=C)C)CC[C@]43C)[C@@H]12
 : .	91	93	91	87	87	80	45
O=C1C(=O)N2C(c3ccccc3)[C@@]3(O)C=C[C@]24[C@@H](C3)[C@H](O)c2ccccc2N14 (some centres undefined)
 : 100	107	93	110	109	101	115	101
CCOC(=O)C(C#N)=C1CCCCC1
 : 103	97	77	101	98	100	88	.
CC1=NCCN1CCNC(=O)c1ccc(C(=O)NCCN2CCN=C2C)cc1
 : 111	84	89	106	111	113	93	102
COc1ccc(S(=O)(=O)NCCNc2nccc(-c3c(-c4cccc([N+](=O)[O-])c4)nc4sccn34)n2)cc1
 : 89	100	91	107	78	64	72	44
CC1CC(=O)C(C(C2=C(O)CC(C)CC2=O)c2ccccc2)=C(O)C1 (centres undefined)
 : 109	102	114	109	106	.	123	111
CC(C)c1ccc(C(=O)OCc2ccccc2)cc1
 : 102	101	108	111	105	104	95	97
CC(c1ccccc1)n1ccnc1CO (centres undefined)
 : 96	111	92	94	98	93	113	104
CCCCCCCCCCCCOC(=O)OC1CCC2(C)C(=CCC3C2CCC2(C)C(C(C)CCCC(C)C)CCC32)C1 (centres undefined)
 : 92	108	101	112	108	111	107	121
COCCCNc1nc(NC(=O)c2ccc(F)cc2C)cc(-c2cccnc2)n1
 : 112	96	94	107	103	104	103	89
COc1ccc(/C=N\NC(=O)CCCCCCCCC(=O)N/N=C\c2ccc(OC)cc2)cc1
 : 92	109	87	113	116	97	92	118
CCCS(=O)(=O)Nc1cc(-c2cc(C#CCN3CCN(C)CC3)cnc2N)cc(F)c1OC
 : 105	113	95	105	99	98	103	94
COc1ccc(NCc2cn(-c3ccc(C(=O)O)cc3)nc2-c2ccc(B(O)O)cc2)cc1C(F)(F)F
 : 100	122	97	106	100	103	98	104
CC(C)OC(=O)Nc1cccc(C#N)c1
 : 101	117	105	119	106	103	109	107

Some of the entries above in a different format.
> Cc1ccc(S(=O)(=O)Oc2ccc(Cl)cc2)cc1
  LOX IMVI: 102 | SK-MEL-2: . | HS 578T: 134 | SK-MEL-28: 109 | MDA-MB-435: 103 | SK-MEL-5: 101 | BT-549: . | T-47D: 100
> Cc1ccc2cccc(O)c2n1
  LOX IMVI: 97 | SK-MEL-2: . | HS 578T: 125 | SK-MEL-28: 111 | MDA-MB-435: 106 | SK-MEL-5: 106 | BT-549: 129 | T-47D: 106
> CC1=NCCN1CCNC(=O)c1ccc(C(=O)NCCN2CCN=C2C)cc1
  LOX IMVI: 111 | SK-MEL-2: 84 | HS 578T: 89 | SK-MEL-28: 106 | MDA-MB-435: 111 | SK-MEL-5: 113 | BT-549: 93 | T-47D: 102
> C=CC(CC(c1ccccc1)(c1ccccc1)c1ccccc1)N(CC)CC (centres undefined)
  LOX IMVI: 72 | SK-MEL-2: 94 | HS 578T: 82 | SK-MEL-28: 62 | MDA-MB-435: 79 | SK-MEL-5: 13 | BT-549: 64 | T-47D: 59

New compounds follow
Sequence of screens – LOX IMVI	SK-MEL-2	HS 578T	SK-MEL-28	MDA-MB-435	SK-MEL-5	BT-549	T-47D
CC(=O)C1CCC2C3CC=C4N(C)C(=O)CCC4(C)C3CCC12C (centres undefined)
 : 92	101	107	115	119	98	112	109
COc1ccc(Cl)cc1NC(=O)c1cc2c([nH]1)-c1nc(N)sc1CC2
 : 95	100	102	97	103	97	105	88
O=C(CCN1CCCC1)c1ccc(Br)cc1
 : 94	110	.	118	121	104	105	112
O=C1CCC(C(=O)NNc2ccccc2[N+](=O)[O-])N1 (centres undefined)
 : 98	103	104	105	99	108	93	94
CN(C)CCN1CCN(c2ncccc2C2Oc3ccccc3-n3cccc32)CC1 (centres undefined)
 : 92	116	83	94	97	85	90	87
Nc1cc(N)c2c(c1)C(=O)c1ccccc1-2
 : 104	138	110	111	112	105	99	98
COc1ccc(NC(=O)CSC(N)=O)cc1
 : 87	91	119	115	109	124	105	138
CCOC(=O)C(CNc1ccc(OCc2ccccc2)cc1)NC(=O)c1ccccc1 (centres undefined)
 : 105	102	85	101	106	98	103	98
CCN(CC)CCOc1cccc(NC(=O)CN(CC)CC)c1
 : 103	.	104	102	102	98	114	105
O=C(Nc1cc(Cl)ccc1O)c1ccccc1Nc1ccnc(C(F)(F)F)c1
 : 19	32	-2.9*	75	29	-44*	33	0.7*
Cc1cccc(C)c1Nc1nnc(-c2c[nH]c3ccccc23)o1
 : 84	99	96	105	103	94	105	87
COc1ccc(C2=NN(C=O)C(c3sc(N(C)Cc4ccccc4)nc3Cl)C2)cc1 (centres undefined)
 : 74	66	85	105	98	74	80	74
Cc1ccccc1N1CCN(C2=C(Cl)C(=O)c3ncccc3C2=O)CC1
 : 1.2*	81	57	36	-63*	89	99	-52*
Cc1ccc(-c2c(C#N)c(N)n(-c3cccc(C(F)(F)F)c3)c(=O)c2C#N)cc1
 : 97	105	103	106	107	105	105	102
Cc1ccc(CSCCC(=O)Nc2cc(C(=O)Nc3cc(C(=O)NCCCN(C)C)n(C)c3)n(C)c2)cc1
 : 110	120	112	102	113	104	92	94
Fc1cccc(-n2ncc3c(Nc4ccc(-c5nnc(Nc6ccccc6)s5)cc4)ncnc32)c1
 : 100	119	99	113	101	101	100	88
Oc1cccc(-c2nc(-c3n[nH]c(=S)o3)cc3c2[nH]c2ccccc23)c1
 : 101	97	96	103	101	106	112	92
O=C(Nc1cccc(Cl)c1)Nc1nc2cc([N+](=O)[O-])ccc2o1
 : 40	46	71	36	41	16	67	15
CCCCCN(CCCCC)CCCCCCCCN1CCCc2ccccc21
 : 61	90	.	105	88	100	89	108
O=C(Cn1c(/C=C/c2ccc3c(c2)OCO3)nc2ccccc2c1=O)Nc1ccc(Cl)cc1
 : 110	116	117	110	111	109	103	94
OCC1OC(OCC2OC(OC3(CO)OC(CO)C(O)C3O)C(O)C(O)C2O)C(O)C(O)C1O (centres undefined)
 : 98	112	105	110	113	97	99	105
Oc1cccc2ccc(-c3ccccc3)nc12
 : 94	30	83	107	108	101	.	93
O=C1c2ccccc2C(=O)c2c(SC(=S)N3CCCC3)cccc21
 : 95	111	96	107	106	93	111	78
CN(C)c1ncnc2[nH]ncc12
 : 107&105	110	108&116	107&111	112&104	108	105	114&97
COC(=O)C1=C(C(C)=O)C(c2cc(OC)c(OC)c(OC)c2)C(C#N)=C(N)O1 (centres undefined)
 : 97	89	99	.	102	.	102	99
CCOC(=O)c1c(CSc2ccccc2)n(C)c2cc(CN(C)C)c(O)c(CN(C)C)c12
 : 22	78	44	49	54	36	64	50
CC(C)(C)CC(C)(C)NCC(O)COc1ccc(Cl)cc1Cl (centres undefined)
 : 99	114	108	110	104	107	108	93
NC(=O)NCOC(=S)S
 : 95	112	116	101	106	97	107	112
COCCCN(Cc1cc(OC)c(OC)c(OC)c1)C(=S)Nc1cccc(SC)c1
 : 89	102	103	107	110	69	97	70
O=C(/C(Br)=C/c1ccccc1)c1ccccc1
 : -92*	15	.	43	-11*	85	96	-32*
